TcdB GH inh: TcdB glycohydrolase inhibition; P18177; TcdB glycohydrolase enzymatic assay, plate reader; inhibition, % at 9.99 µM; 350,000 tested, 0.24% active; AID 652162; in the data active = inhibition above about 10%
Target sequence (P18177 whole entry, looked up): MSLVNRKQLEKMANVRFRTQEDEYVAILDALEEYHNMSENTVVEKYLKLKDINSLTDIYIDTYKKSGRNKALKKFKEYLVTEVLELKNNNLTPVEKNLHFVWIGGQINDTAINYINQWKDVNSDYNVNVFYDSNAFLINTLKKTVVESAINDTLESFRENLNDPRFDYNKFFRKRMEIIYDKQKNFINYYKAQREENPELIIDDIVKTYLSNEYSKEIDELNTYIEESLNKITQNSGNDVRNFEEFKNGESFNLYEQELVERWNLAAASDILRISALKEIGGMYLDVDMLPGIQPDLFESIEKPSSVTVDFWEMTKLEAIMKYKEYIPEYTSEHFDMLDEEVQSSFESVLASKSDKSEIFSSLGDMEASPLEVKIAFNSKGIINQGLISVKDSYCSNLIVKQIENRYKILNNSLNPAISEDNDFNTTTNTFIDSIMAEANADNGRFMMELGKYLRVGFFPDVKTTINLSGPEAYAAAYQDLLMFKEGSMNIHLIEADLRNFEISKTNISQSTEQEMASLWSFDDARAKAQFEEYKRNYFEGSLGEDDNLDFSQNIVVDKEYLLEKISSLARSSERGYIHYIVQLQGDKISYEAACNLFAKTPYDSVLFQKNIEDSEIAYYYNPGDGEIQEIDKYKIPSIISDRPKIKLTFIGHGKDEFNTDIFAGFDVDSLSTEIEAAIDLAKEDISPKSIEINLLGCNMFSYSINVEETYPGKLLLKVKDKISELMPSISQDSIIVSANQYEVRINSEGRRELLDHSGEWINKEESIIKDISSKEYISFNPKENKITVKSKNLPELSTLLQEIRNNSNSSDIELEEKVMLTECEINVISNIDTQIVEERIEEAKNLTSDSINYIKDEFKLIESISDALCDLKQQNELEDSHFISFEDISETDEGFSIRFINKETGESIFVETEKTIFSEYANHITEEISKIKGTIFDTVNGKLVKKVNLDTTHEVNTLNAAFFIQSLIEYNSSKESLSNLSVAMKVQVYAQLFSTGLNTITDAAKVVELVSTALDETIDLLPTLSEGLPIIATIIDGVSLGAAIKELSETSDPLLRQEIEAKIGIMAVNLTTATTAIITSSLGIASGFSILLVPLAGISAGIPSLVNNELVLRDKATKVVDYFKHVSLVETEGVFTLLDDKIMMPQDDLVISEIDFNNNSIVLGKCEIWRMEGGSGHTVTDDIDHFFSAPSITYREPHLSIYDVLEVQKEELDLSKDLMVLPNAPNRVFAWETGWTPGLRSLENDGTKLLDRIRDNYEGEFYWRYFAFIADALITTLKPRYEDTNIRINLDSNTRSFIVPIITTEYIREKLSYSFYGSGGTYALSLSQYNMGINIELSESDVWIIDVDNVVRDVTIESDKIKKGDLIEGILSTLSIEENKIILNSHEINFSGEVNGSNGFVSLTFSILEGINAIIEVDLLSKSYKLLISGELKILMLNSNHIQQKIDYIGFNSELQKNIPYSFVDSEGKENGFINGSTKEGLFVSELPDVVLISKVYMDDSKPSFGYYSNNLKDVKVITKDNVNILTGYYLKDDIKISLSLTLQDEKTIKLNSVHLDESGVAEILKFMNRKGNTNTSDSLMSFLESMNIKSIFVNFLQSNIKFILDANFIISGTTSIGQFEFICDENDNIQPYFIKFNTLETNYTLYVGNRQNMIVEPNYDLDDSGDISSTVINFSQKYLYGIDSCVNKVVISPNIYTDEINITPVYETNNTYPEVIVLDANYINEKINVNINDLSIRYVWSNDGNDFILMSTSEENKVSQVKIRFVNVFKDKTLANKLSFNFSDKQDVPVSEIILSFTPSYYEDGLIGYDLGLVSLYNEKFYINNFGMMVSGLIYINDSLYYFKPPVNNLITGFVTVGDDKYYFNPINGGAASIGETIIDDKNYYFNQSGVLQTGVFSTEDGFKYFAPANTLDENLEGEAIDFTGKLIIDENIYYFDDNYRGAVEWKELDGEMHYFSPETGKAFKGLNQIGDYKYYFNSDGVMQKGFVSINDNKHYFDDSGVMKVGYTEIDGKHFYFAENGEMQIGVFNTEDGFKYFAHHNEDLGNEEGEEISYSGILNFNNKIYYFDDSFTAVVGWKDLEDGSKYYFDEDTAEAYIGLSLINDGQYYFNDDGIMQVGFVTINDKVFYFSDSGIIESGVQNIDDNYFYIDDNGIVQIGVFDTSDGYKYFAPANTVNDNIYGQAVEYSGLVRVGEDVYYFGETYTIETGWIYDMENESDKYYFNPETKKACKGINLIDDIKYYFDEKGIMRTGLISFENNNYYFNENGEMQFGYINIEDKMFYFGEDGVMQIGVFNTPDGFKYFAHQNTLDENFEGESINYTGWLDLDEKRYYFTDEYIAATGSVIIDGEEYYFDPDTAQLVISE
The depositor's hits bear a star.

SMILES | TcdB GH inh
COc1ccc(-c2cnc3c(c2)C(=O)N([C@H](C)CO)C[C@@H](C)[C@@H](CN(C)C(=O)Cc2ccccn2)O3)cc1 | -0.5
C[C@@H]1CN([C@H](C)CO)C(=O)Cc2cc(NC(=O)C3CC3)ccc2O[C@H]1CN(C)CC1CCCCC1 | -1.2
O=C(C[C@@H]1CC[C@@H]2[C@H](COC[C@@H](O)CN2C(=O)c2ccc3c(c2)OCO3)O1)NC1CCCC1 | -0.1
CN(C)C(=O)C[C@H]1C[C@@H]2c3cc(NS(C)(=O)=O)ccc3O[C@@H]2[C@H](CO)O1 | 1.0
N#Cc1cccc(-c2ccc([C@H]3[C@@H](CO)N4CCCCN(C(=O)Nc5cccc(F)c5)C[C@H]34)cc2)c1 | 1.3
C[C@H]1CCCCO[C@H](CN(C)Cc2ccccc2)[C@@H](C)CN([C@@H](C)CO)C(=O)c2cc(NS(=O)(=O)c3cn(C)cn3)ccc2O1 | -7.0
C[C@@H]1CCCCO[C@H](CN(C)C(=O)Nc2ccc(C(F)(F)F)cc2)[C@H](C)CN([C@@H](C)CO)C(=O)c2cc(NC(=O)NC3CCCCC3)ccc2O1 | 0.4
CC(C)CC#Cc1ccc2c(c1)O[C@H](CN(C)C(=O)CN(C)C)[C@@H](C)CN([C@H](C)CO)S2(=O)=O | -0.6
O=C(Nc1cc(F)ccc1F)N1CC(=O)N2[C@H](C1)[C@@H](c1ccc(C#CC3CCCCC3)cc1)[C@@H]2CO | 1.3
CCS(=O)(=O)Nc1ccc2c(c1)C(=O)N(C)[C@H]1CC[C@H](CC(=O)NC)O[C@@H]1CO2 | -0.1
C[C@H](CO)N1C[C@H](C)[C@@H](CN(C)C(=O)Nc2cccc3ccccc23)OCCCC[C@H](C)Oc2ccc(NC(=O)Nc3ccc(C(F)(F)F)cc3)cc2C1=O | 0.5
COCc1cn(CC[C@@H]2CC[C@@H](NC(=O)Nc3ccc(C(F)(F)F)cc3)[C@H](CO)O2)nn1 | 0.1

Arranged by number of heavy atoms (ascending): 7 of the compounds above
SMILES | TcdB GH inh
CCS(=O)(=O)Nc1ccc2c(c1)C(=O)N(C)[C@H]1CC[C@H](CC(=O)NC)O[C@@H]1CO2 | -0.1
COCc1cn(CC[C@@H]2CC[C@@H](NC(=O)Nc3ccc(C(F)(F)F)cc3)[C@H](CO)O2)nn1 | 0.1
O=C(C[C@@H]1CC[C@@H]2[C@H](COC[C@@H](O)CN2C(=O)c2ccc3c(c2)OCO3)O1)NC1CCCC1 | -0.1
N#Cc1cccc(-c2ccc([C@H]3[C@@H](CO)N4CCCCN(C(=O)Nc5cccc(F)c5)C[C@H]34)cc2)c1 | 1.3
C[C@H]1CCCCO[C@H](CN(C)Cc2ccccc2)[C@@H](C)CN([C@@H](C)CO)C(=O)c2cc(NS(=O)(=O)c3cn(C)cn3)ccc2O1 | -7.0
C[C@@H]1CCCCO[C@H](CN(C)C(=O)Nc2ccc(C(F)(F)F)cc2)[C@H](C)CN([C@@H](C)CO)C(=O)c2cc(NC(=O)NC3CCCCC3)ccc2O1 | 0.4
C[C@H](CO)N1C[C@H](C)[C@@H](CN(C)C(=O)Nc2cccc3ccccc23)OCCCC[C@H](C)Oc2ccc(NC(=O)Nc3ccc(C(F)(F)F)cc3)cc2C1=O | 0.5

(listing goes on)
SMILES | TcdB GH inh
CCc1cnc(N2[C@H](CO)[C@@H](c3ccc(C#CC(C)C)cc3)[C@@H]2C#N)s1 | -0.5
CCNC(=O)C[C@H]1CC[C@@H]2[C@H](COc3ccc(NC(=O)c4ccccc4)cc3C(=O)N2C)O1 | -0.6
COCC(=O)Nc1ccc2c(c1)[C@H]1C[C@H](CC(=O)N[C@@H](C)c3ccccc3)O[C@H](CO)[C@H]1O2 | -0.5
CC(C)C#Cc1ccc2c(c1)O[C@@H](CN(C)C(=O)C1CC1)[C@@H](C)CN([C@H](C)CO)S2(=O)=O | 0.8
CCCNC(=O)N1CC2(CN(S(C)(=O)=O)C2)c2c(n(C)c3cc(OC)ccc23)[C@@H]1CO | 0.9
C[C@@H]1CN([C@@H](C)CO)C(=O)c2cc(-c3cccc(F)c3)cnc2O[C@H]1CN(C)Cc1ccncc1 | -0.9
CCCNC(=O)N(C)C[C@@H]1Oc2ncc(-c3ccccc3F)cc2C(=O)N([C@@H](C)CO)C[C@H]1C | -0.8
CN1[C@H](C(=O)NCCc2ccccc2)[C@@H](CO)[C@@H]2Cn3c(ccc(-c4ccccc4)c3=O)[C@@H]21 | 0.6
C[C@H]1CN([C@@H](C)CO)C(=O)Cc2cc(NC(=O)Nc3cccc4ccccc34)ccc2O[C@H]1CN(C)Cc1ccccc1 | -0.9
O=C(Nc1ccccc1F)N1CC(=O)N2[C@H](CO)[C@@H](c3ccc(-c4cccnc4)cc3)[C@@H]2C1 | -0.2
CCCNC(=O)N(C)C[C@H]1Oc2ncc(-c3ccc(OC)cc3)cc2C(=O)N([C@@H](C)CO)C[C@@H]1C | 1.9
C[C@@H]1CCCCO[C@H](CN(C)C(=O)Nc2ccc(C(F)(F)F)cc2)[C@@H](C)CN([C@H](C)CO)C(=O)c2cc(NC(=O)c3ccccc3)ccc2O1 | -8.8
CCC(=O)N1[C@@H](C#N)[C@@H](c2ccccc2-c2ccccc2)[C@@H]1CO | 1.0
COc1ccc(NC(=O)N(C)C[C@H]2Oc3ccc(NS(=O)(=O)c4ccc(Cl)cc4)cc3C(=O)N([C@H](C)CO)C[C@H]2C)cc1 | -4.2
O=C(C[C@H]1CC[C@@H]2[C@H](COC[C@H](O)CN2Cc2cc(F)ccc2F)O1)NCc1ccc(Cl)cc1 | -1.3
CO[C@@H]1CN(C)C(=O)c2cc(NC(=O)C3CC3)ccc2OC[C@H](C)N(C(=O)CN(C)C)C[C@H]1C | -0.2
COc1ccccc1C#Cc1ccc([C@@H]2[C@H](CO)N3CCCCN(C(=O)C4CCC4)C[C@@H]23)cc1 | 0.6
CCCC#Cc1ccc2c(c1)O[C@H](CN(C)C(=O)c1ccccn1)[C@@H](C)CN([C@H](C)CO)S2(=O)=O | -11
O=C(C[C@H]1C[C@@H]2c3cc(NC(=O)NC4CCCCC4)ccc3O[C@@H]2[C@H](CO)O1)NCCc1ccccc1 | -0.2
C[C@@H]1CN([C@@H](C)CO)C(=O)c2cccc(NC(=O)Nc3ccc4c(c3)OCO4)c2O[C@H]1CN(C)C(=O)Nc1ccc(C(F)(F)F)cc1 | 0.8
C[C@@H]1CN([C@@H](C)CO)C(=O)Cc2cc(NC(=O)Cc3cn(C)c4ccccc34)ccc2O[C@@H]1CN(C)S(=O)(=O)c1ccc(F)cc1 | 0.1
CCN1[C@H](C(=O)N(C)C)[C@@H](CO)[C@@H]2Cn3c(ccc(-c4ccccc4OC)c3=O)[C@@H]21 | -0.3
C[C@H]1CCCCO[C@H](CN(C)Cc2ccccc2)[C@@H](C)CN([C@@H](C)CO)C(=O)c2cc(NC(=O)Nc3ccccc3)ccc2O1 | 0.5
CC(C)NC(=O)N[C@H]1C=C[C@H](CC(=O)NCCN2CCCC2)O[C@H]1CO | -0.8
O=C(NC1CCCC1)[C@@H]1[C@@H](CO)[C@@H]2Cn3c(cccc3=O)[C@H]1N2Cc1cc(F)ccc1F | -8.2
COCC#Cc1cnc2c(c1)C(=O)N([C@H](C)CO)C[C@H](C)[C@H](CN(C)C(C)=O)O2 | -2.8
CO[C@@H]1CN(C)C(=O)c2ccc(NC(C)=O)cc2OC[C@@H](C)N(CCC(F)(F)F)C[C@H]1C | 0.2
C[C@@H]1CN([C@H](C)CO)C(=O)Cc2cc(NC(=O)C3CC3)ccc2O[C@H]1CN(C)S(=O)(=O)c1ccc(F)cc1 | -1.6
CCCC#Cc1ccc([C@H]2[C@@H](CO)N3CCCCN(S(=O)(=O)c4ccccc4C)C[C@H]23)cc1 | 0.7
C/C=C/c1ccc2c(c1)O[C@@H](CN(C)C(=O)NC1CCCC1)[C@@H](C)CN([C@@H](C)CO)S2(=O)=O | -1.1
COC(=O)C[C@@H]1CC[C@H]2[C@H](COc3ccc(NC(=O)Nc4cc(C)cc(C)c4)cc3C(=O)N2C)O1 | -1.3
CCCNC(=O)N1[C@H](C#N)[C@H](c2ccccc2-c2ccccc2)[C@@H]1CO | 0.2
CCCNC(=O)N1CC2(CCN(S(C)(=O)=O)CC2)c2c(n(C)c3cc(OC)ccc23)[C@@H]1CO | 0.9
COc1ccccc1-c1ccc([C@@H]2[C@@H](C#N)N(C(=O)C3CCOCC3)[C@H]2CO)cc1 | -0.1
COc1ccc(NC(=O)N(C)C[C@@H]2Oc3c(NS(=O)(=O)c4ccc(Cl)cc4)cccc3C(=O)N([C@@H](C)CO)C[C@@H]2C)cc1 | 0.3
O=C([C@H]1[C@H](CO)[C@H]2Cn3c(ccc(-c4ccccc4)c3=O)[C@H]2N1Cc1cocn1)N1CCCCC1 | -0.9
O=C(C[C@@H]1CC[C@H](NC(=O)C2CCC2)[C@@H](CO)O1)Nc1nccs1 | 0.8
C[C@@H]1CN([C@@H](C)CO)S(=O)(=O)c2ccc(-c3cccc(C#N)c3)cc2O[C@H]1CN(C)C(=O)c1ccncc1 | -0.9
CC(C)NC(=O)N(C)C[C@@H]1Oc2ncc(C#Cc3ccc(F)cc3)cc2C(=O)N([C@@H](C)CO)C[C@@H]1C | 0.3
COc1ccc(NC(=O)N(C)C[C@@H]2Oc3c(NS(=O)(=O)c4ccc(C)cc4)cccc3C(=O)N([C@H](C)CO)C[C@@H]2C)cc1 | 0.1
CN(C)C(=O)c1cccc(-c2ccccc2[C@@H]2[C@H](C#N)N(C(=O)C3CCC3)[C@H]2CO)c1 | -1.0
CCCNC(=O)N(C)C[C@@H]1Oc2cc(C#CC3CC3)ccc2S(=O)(=O)N([C@H](C)CO)C[C@@H]1C | 1.4
CC(C)NC(=O)N[C@@H]1CC[C@@H](CCNS(=O)(=O)Cc2ccccc2)O[C@@H]1CO | 0.2
C[C@H]1CN([C@@H](C)CO)C(=O)c2cc(Br)cnc2O[C@H]1CN(C)C(=O)c1ccccc1F | -11
O=C(NC[C@@H]1CC[C@H]2[C@H](CN2Cc2ccccc2F)O1)C1CC1 | 0.0
Cc1noc(C)c1NC(=O)Nc1ccc2c(c1)C(=O)N([C@H](C)CO)C[C@H](C)[C@H](CN(C)Cc1ccc(C(=O)Nc3ccccc3N)cc1)O2 | 0.6
COc1ccc(NC(=O)Nc2ccc3c(c2)C(=O)N([C@@H](C)CO)C[C@@H](C)[C@@H](CN(C)C(=O)Nc2ccc(F)cc2)OCCCC[C@@H](C)O3)cc1 | -0.2
CN(C)CC(=O)N1[C@H](C#N)[C@H](c2ccc(-c3ccccc3F)cc2)[C@@H]1CO | -0.2
CC(C)NC(=O)Nc1ccc2c(c1)C(=O)N([C@@H](C)CO)C[C@@H](C)[C@@H](CN(C)C)OCCCC[C@H](C)O2 | -1.7
O=C(C[C@H]1C=C[C@@H](NC(=O)c2cccc(F)c2)[C@H](CO)O1)NCc1ccc(Oc2ccccc2)cc1 | -2.3
C[C@H](O)C#Cc1ccc([C@@H]2[C@H]3CN(C(=O)c4ccncc4)CCCCN3[C@H]2CO)cc1 | 0.5
Cc1ccc(S(=O)(=O)N[C@H]2C=C[C@@H](CC(=O)NCCc3ccncc3)O[C@H]2CO)cc1 | 0.8
C[C@H](CO)N1C[C@H](C)[C@H](CN(C)C(=O)c2cccc(F)c2)Oc2ncc(-c3cccc(F)c3)cc2C1=O | 0.8
O=C(C[C@H]1CC[C@@H]2[C@H](COC[C@@H](O)CN2Cc2ccccc2)O1)N1CCOCC1 | -0.3
C/C=C/c1ccc([C@@H]2[C@@H](CO)N(C(=O)Cc3cccnc3)[C@H]2CNC(C)=O)cc1 | 0.1
C[C@H](CO)N1C[C@H](C)[C@@H](CN(C)CC2CCCCC2)OCCCC[C@H](C)Oc2ccc(NS(=O)(=O)c3cccs3)cc2C1=O | 0.2
C[C@H]1CN([C@@H](C)CO)C(=O)Cc2cc(NC(=O)CCC(F)(F)F)ccc2O[C@H]1CN(C)C(=O)NC1CCCCC1 | -1.2
CCCN1C[C@H](C)[C@@H](OC)CN(C)C(=O)c2ccc(NC(=O)c3cccc(OC)c3)cc2OC[C@H]1C | 1.2
CO[C@@H]1CN(C)C(=O)c2cc(NC(=O)Nc3ccccc3F)ccc2OC[C@@H](C)N(C(C)=O)C[C@H]1C | -1.0
COc1ccc(NC(=O)N(C)C[C@H]2Oc3ccc(NC(=O)Nc4c(C)noc4C)cc3CC(=O)N([C@H](C)CO)C[C@H]2C)cc1 | 0.6
(list continues)
SMILES | TcdB GH inh
COc1cccc(NC(=O)N(C)C[C@@H]2Oc3cc(-c4ccccc4F)ccc3S(=O)(=O)N([C@H](C)CO)C[C@@H]2C)c1 | 0.0
C[C@H]1CCCCO[C@@H](CN(C)C)[C@@H](C)CN([C@@H](C)CO)C(=O)c2cc(NS(=O)(=O)c3ccc(Cl)cc3)ccc2O1 | -0.5
CNC[C@@H]1Oc2cc(C#Cc3ccc(F)cc3)ccc2S(=O)(=O)N([C@H](C)CO)C[C@H]1C | 2.1
C[C@@H]1CCCCO[C@@H](CN(C)C(=O)C2CCCCC2)[C@@H](C)CN([C@@H](C)CO)C(=O)c2cc(NS(=O)(=O)c3cn(C)cn3)ccc2O1 | -0.2
CCCNC(=O)[C@H]1[C@H](CO)[C@H]2Cn3c(ccc(-c4ccccc4F)c3=O)[C@@H]1N2C(C)=O | -0.7
C[C@@H]1CN([C@H](C)CO)C(=O)c2cccc(NC(=O)Nc3ccc4c(c3)OCO4)c2O[C@@H]1CN(C)Cc1ccc2c(c1)OCO2 | -0.8
COc1ccccc1CN(C)C[C@@H]1OCc2ccccc2-c2c(n(C)c3ccccc23)C(=O)N([C@H](C)CO)C[C@@H]1C | -2.1
CN(C)CC(=O)N[C@@H]1CC[C@H](CCNC(=O)C2CCC2)O[C@@H]1CO | 0.8
CO[C@H]1CN(C)C(=O)c2ccc(NC(=O)c3nc4ccccc4s3)cc2OC[C@@H](C)N(Cc2ccncc2)C[C@H]1C | 1.1

Screening data from PubChem.

Some of the compounds tested (hit frequency here may not be typical).
